# Screening data (PubChem BioAssay)
# RmlCD inh mix: RmlC/RmlD inhibition, mixture screen | RmlC/RmlD coupled enzyme inhibition, 384-well mixture HTS | inhibition, % at 5.5 µM | actives 0.39% (n = 110,000) | AID 1532; in the data active means inhibition above about 30%, passing the limit was not always enough; inconclusive means no clear call, values can overlap the other calls; further: strong numbers were not always called active
# RT RNaseH block: inhibitors of HIV-1 reverse transcriptase RNase H; RT-RNase H RNA/DNA duplex cleavage, fluorescence; inhibition, % at 10 µM; P04585; actives 1.9% (n = 65,000); in the data active means inhibition above about 50%
# Active calls of the source: *; ? = inconclusive; · = not tested or not shown. The list is partial. The share of hits here may be higher or lower than overall.
item	canonical_smiles	RmlCD inh mix	RT RNaseH block
1	CC1=C(C(=O)N2CCOCC2)C(c2ccccc2F)C2=C(CC(C)(C)CC2=O)N1 (centres undefined)	22	-6
2	COc1ccc(CC(=O)N2CCN(c3ccccn3)CC2)cc1OC	2	-15
3	COc1ccc2oc(=O)c(C(=O)N3CCN(c4ccc(F)cc4)CC3)cc2c1	-6	6
4	COCCNC(=O)C(C)OC(=O)c1cc2sccc2n1C (centres undefined)	7	·
5	Cc1nc2c(C(=O)NCc3ccc4c(c3)OCO4)c[nH]n2c(=O)c1Cc1ccccc1F	-18	49
6	O=C(CSc1nnc(-c2ccc(F)cc2)o1)Nc1ccc(S(=O)(=O)N2CCCCCC2)cc1	-11	11
7	CCN(Cc1ccccc1)C(c1ccc(C)cc1)c1nnnn1C(C)(C)CC (centres undefined)	6	·
8	CNc1c([N+](=O)[O-])cnn1-c1ccccc1Cl	-16	·
9	CCCCCCCCCCn1cc(C(C)=O)c(=O)[nH]c1=O	-11	·
10	COc1ccc(CN2CCC(C(=O)N(C)CCc3ccc(OC)c(OC)c3)CC2)c(OC)c1	-9	-14
11	c1ccc2c3c([nH]c2c1)C1(CCCCC1)NCC3	2	·
12	c1ccc(CCNc2ncnc3scc(C4COc5ccccc5O4)c23)cc1 (centres undefined)	-10	·
13	COc1ccc(C2CC(O)(c3ccccc3)Oc3cc(OC)c(OC)c(OC)c32)cc1 (centres undefined)	-23	·
14	O=C(CSCc1cccc(Cl)c1)NCc1ccc2c(c1)OCO2	-15	·
15	CCOC(=O)c1c(-c2ccc(C)o2)csc1NC(=O)COC(=O)c1ccc(NC(N)=O)cc1	-3	·
16	c1ccc(CNc2ncnc3nc[nH]c23)nc1	16	-12
17	CS(=O)(=O)N1CCN(C(=O)c2cccnc2)CC1	·	-66
18	COc1ccc(CCNC(=O)CN(c2ccc(OC)c(OC)c2)S(C)(=O)=O)cc1	17	-4
19	O=C(COc1ccc2ccccc2c1Br)N1CCN(c2ccccn2)CC1	2	-87
20	CCCC(C)C1(CC)C(=O)NC(=Nc2ccccc2)NC1=O (centres undefined)	14	·
21	OC1(c2ccc(F)cc2)CC2CCC(C1)N2Cc1nnnn1C1CCCC1 (centres undefined)	-11	6
22	C=C(C)CSc1nc(N)cc(=O)[nH]1	·	13
23	COCCNc1oc(-c2ccc(F)cc2)nc1C#N	14	-20
24	COc1ccccc1C1CN=NC12CCCc1ccccc1C2=O (centres undefined)	-7	·
25	COC(=O)Cn1c(CN2CCN(c3ccc(F)cc3)CC2)nc2c1c(=O)n(C)c(=O)n2C	7	-1
26	O=C(CN1CCC(n2nnc3ccccc32)CC1)Nc1ccc2c(c1)CCC2	2	1
27	CCOC(=O)CSc1nc2c(c(=O)n1-c1ccc(OCC)cc1)SCC2	15	-11
28	CCc1ccc2c(c1)cc(CN(C(=S)Nc1ccccc1C)C1CC1)c1nnnn12	-20	·
29	COc1ccc(CCNC(=O)c2ccccc2NC(=O)c2ccco2)cc1OC	20	-2
30	COc1ccc(OC)c(S(=O)(=O)n2cccn2)c1	4	-46
31	O=C(CNc1cccc2ccccc12)N/N=C/C(Br)=C/c1ccccc1	-4	·
32	COc1ccc(CCn2nnc(-c3ccc(NC(C)=O)c(Cl)c3)n2)cc1	8	·
33	Cc1cccc(NC(=O)c2cnc3scc(C)n3c2=O)c1	-5	-12
34	CC(C)CCOc1ccc(-c2c(=O)n(OCc3ccc([N+](=O)[O-])cc3)c3ccccc3[n+]2[O-])cc1	-8	·
35	O=C1OC(Nc2ccc3c(c2)OCO3)c2ccccc21 (centres undefined)	-8	4
36	Cc1ccc2[nH]c3c(=O)n(CCCN4CCOCC4)cnc3c2c1	5	-5
37	C/C=C/C(=O)Nc1ccccc1Br	12	·
38	OC1COC(OCC2OC(OCc3ccccc3)C(O)C(O)C2O)C(O)C1O (centres undefined)	7	·
39	O=C(NCc1ccc2c(c1)OCO2)c1ccc2c(c1)C(=O)N(Cc1cccnc1)C2=O	-8	-17
40	Cc1ccc(S(=O)(=O)N2CCN(S(=O)(=O)N3CCCCC3)CC2)c(C)c1	-12	-10
41	CC(=O)c1sc(NC(=O)CN2C(=O)CCC2=O)nc1C	-64	-9
42	CCCS(=O)(=O)NCCc1cc2ccc(OC)cc2[nH]c1=O	-7	-7
43	Cn1c(SCC(=O)N2CCN(c3ccccc3)CC2)nnc1-c1ccccc1	-18	·
44	CS(=O)(=O)N(CC(=O)N1CCN(c2ccc(F)cc2)CC1)c1ccc(F)c(Cl)c1	-15	·
45	CCCC12CN3CC(CCC)(CN(C1)C3c1ccccn1)C2=O (centres undefined)	-5	·
46	CCCCOC(=O)CSC1=C(C#N)C(c2ccccc2OC)C(C#N)C(=O)N1 (centres undefined)	5	7
47	O=C(Nc1cnn(C23CC4CC(CC(C4)C2)C3)c1)c1cnn2c(C(F)(F)F)cc(-c3ccco3)nc12	-8	47
48	COc1ccc(NC(=O)C23CCC(C)(C(=O)O2)C3(C)C)cc1 (centres undefined)	-75	6
49	Cc1nnc(SCC(=O)N2CCN(S(=O)(=O)c3ccccc3)CC2)n1Cc1ccccc1	-5	-14
50	O=C(C(c1ccccc1)c1ccccc1)N1CCN(Cc2ccncc2)CC1	9	-7
51	Cc1cc2c(=O)n(NC(N)=O)c(C)nc2s1	1	-3
52	CCN(CC)CCSc1nc(O)c(C(C)C)c(=O)[nH]1	5	-3
53	COc1cc2c3c(c1OC)-c1cc(O)ccc1CC3NCC2 (centres undefined)	-11	-9
54	O=C(Cn1cc2c(n1)CCCCC2)NCCCN1CCOCC1	-6	-12
55	Cc1oc2cc(OCC(=O)O)ccc2c(=O)c1Oc1ccccc1	6	-6
56	CSc1cccc(NC(=O)/C=C/c2ccc(Cl)cc2)c1	-19	·
57	COc1cc(/C=N/NC(=O)c2ccoc2C)cc(OC)c1OC	14	·
58	Cc1ccc2nc(SCC(=O)c3cc(C)n(C)c3C)[nH]c2c1	-5	·
59	Cc1ccccc1-c1nnc(NC(=O)c2cc3ccccc3oc2=O)s1	-8	·
60	CCCCn1cc(SCC(=O)O)c2ccccc21	-5	-8

# (more compounds)
item	canonical_smiles	RmlCD inh mix	RT RNaseH block
61	Cc1cc(C)n(-c2nnc3n2N=C(c2c[nH]c4ccccc24)CS3)n1	9	-20
62	CCOC(=O)c1cc(C)sc1NC(=O)c1ccc(Cl)s1	-25	·
63	Cn1c(NCc2ccco2)nc2c1c(=O)n(Cc1ccc(Br)cc1)c(=O)n2C	-15	-8
64	CCCCc1nc2ccccc2c(=O)n1NC(=O)c1c(O)c2c(n(CC(C)C)c1=O)CCCC2	-7	52*
65	COCCNC(=O)CSc1nc(-c2ccccc2)cs1	7	·
66	Cc1[nH]nc2c1C1(CCN(C(=O)c3ccccc3)CC1)C(C#N)=C(N)O2	3	-3
67	CCOC(=O)/C(C(N)=NCCCO)=C(/O)c1ccccc1	-61	·
68	CN1C(=O)C(O)(C2COC(C)(C)CC2=O)c2ccccc21 (centres undefined)	5	-6
69	CCCCn1c(SCC(=O)Nc2ccc3c(c2)OCO3)nc2c1c(=O)n(C)c(=O)n2C	-5	-9
70	CCOc1ccc(Cc2nc(C)c(CC(=O)N3CCCCC3)c(=O)[nH]2)cc1	5	-9
71	O=C(O)Cn1cc(/C=C2/NC(=O)N(c3ccc(Cl)cc3)C2=O)c2ccccc21	-15	·
72	C#Cc1ccc([C@H]2C=C(C(=O)N3CCN(Cc4ccccc4)CC3)O[C@@H](OCC)[C@@H]2CCCO)cc1	-61	·
73	Cc1cccc(NS(=O)(=O)Cc2ccccc2)n1	32	·
74	CCN1CCN(CCn2c(=S)[nH]c3ccccc3c2=O)CC1	-7	·
75	CCCSc1nc2c(cnn2-c2ccc(C)cc2)c(=O)[nH]1	-25	27
76	CCN(C(=O)c1ccc2c(Cl)c3c(nc2c1)CCC3)c1ccc(C)c(C)c1	-10	·
77	O=C(CC1SC2=NCCN2C1=O)Nc1ccc(Cl)cc1 (centres undefined)	37	1
78	CCOC(=O)c1[nH]c2cc3c(cc2c1CCCN1C(=O)c2ccccc2C1=O)OCCO3	1	-16
79	COc1cc2cc(C)c3nnc(SCC(N)=O)n3c2cc1OC	·	-1
80	CCOC(=O)C1(C(F)(F)F)N=C(N(C)C)OC(N(C)C)=N1	-14	-21

# Some of the entries above, reformatted.
50. O=C(C(c1ccccc1)c1ccccc1)N1CCN(Cc2ccncc2)CC1
51. Cc1cc2c(=O)n(NC(N)=O)c(C)nc2s1
52. CCN(CC)CCSc1nc(O)c(C(C)C)c(=O)[nH]1
53. COc1cc2c3c(c1OC)-c1cc(O)ccc1CC3NCC2 (centres undefined)
54. O=C(Cn1cc2c(n1)CCCCC2)NCCCN1CCOCC1
55. Cc1oc2cc(OCC(=O)O)ccc2c(=O)c1Oc1ccccc1
56. CSc1cccc(NC(=O)/C=C/c2ccc(Cl)cc2)c1
57. COc1cc(/C=N/NC(=O)c2ccoc2C)cc(OC)c1OC

entry no.	50	51	52	53	54	55	56	57
RmlCD inh mix	9	1	5	-11	-6	6	-19	14
RT RNaseH block	-7	-3	-3	-9	-12	-6	·	·

58. Cc1ccc2nc(SCC(=O)c3cc(C)n(C)c3C)[nH]c2c1
59. Cc1ccccc1-c1nnc(NC(=O)c2cc3ccccc3oc2=O)s1
60. CCCCn1cc(SCC(=O)O)c2ccccc21
61. Cc1cc(C)n(-c2nnc3n2N=C(c2c[nH]c4ccccc24)CS3)n1
62. CCOC(=O)c1cc(C)sc1NC(=O)c1ccc(Cl)s1
63. Cn1c(NCc2ccco2)nc2c1c(=O)n(Cc1ccc(Br)cc1)c(=O)n2C
64. CCCCc1nc2ccccc2c(=O)n1NC(=O)c1c(O)c2c(n(CC(C)C)c1=O)CCCC2
65. COCCNC(=O)CSc1nc(-c2ccccc2)cs1

entry no.	58	59	60	61	62	63	64	65
RmlCD inh mix	-5	-8	-5	9	-25	-15	-7	7
RT RNaseH block	·	·	-8	-20	·	-8	52*	·

# (further entries)
item	canonical_smiles	RmlCD inh mix	RT RNaseH block
81	COc1cc(C(=O)OCC(=O)NC2CCCC2)cc(NC(=O)c2ccco2)c1OC	-2	-45
82	Cc1cnc(NC(=O)CSc2nnc(Cc3ccccc3)n2C)s1	-13	-1
83	Cc1ccc(-c2noc(-c3cccs3)n2)cc1	17	-11
84	COC(=O)C1CCN(Cc2cc(=O)oc3cc(OC)ccc23)CC1	8	-1
85	Cc1cc2ncn(C3CC(=O)N(Cc4ccccc4)C3=O)c2cc1C (centres undefined)	-15	-18
86	O=C(Nc1ccc(N2CCOCC2)c(Cl)c1)c1cccc(F)c1	-10	-7
87	COc1ccc(Nc2ncnc3c2cnn3-c2ccccc2)cc1OC	15	-3
88	CCN1CCN(Cc2c(O)c(Cl)cc3c(C)cc(=O)oc23)CC1	?	1
89	Cc1c(NC(=O)CSc2nc3ccccc3n2C)c(=O)n(-c2ccccc2)n1C	5	2
90	CC1=CC(C)(C)N2C(=O)C3(C(C#N)=C(N)OC4=C3C(=O)CC(C)(C)C4)c3c(C)c(C)cc1c32 (centres undefined)	-13	·
91	Clc1ccc(CCNc2ncnc3nc[nH]c23)cc1	-8	-13
92	Cc1nn(-c2ccccc2)c2c1CC1(C(=O)N(C)C(=O)N(C)C1=O)C1CCCCN21 (centres undefined)	-8	-6
93	CC1CC2(NC(=O)NC2=O)C(C)CN1C (centres undefined)	-13	·
94	CC(C)OC(=O)c1ccc(N2C(=O)C3CC=CCC3C2=O)cc1 (centres undefined)	0	8
95	CCc1cccc(NC(=O)CN(c2ccc(OC)cc2)S(=O)(=O)c2c(C)n[nH]c2C)c1	1	-6
96	CCOC(=O)C1CCN(C(=O)c2ccc(OCC)c(OCC)c2)CC1	-4	5
97	O=C(c1ccco1)N1CCN(C(=O)c2snc3ccc(Cl)cc23)CC1	8	86*
98	CCC(C)NCCCOc1cc(Cl)ccc1Cl (centres undefined)	-11	·
99	CCN1C(=O)c2ccccc2S(=O)(=O)c2ccc(C(=O)NCc3cccnc3)cc21	-15	-4
100	CCN(CC)c1ccc(/C=N/NC(=O)OC)c(O)c1	17	·

# A few values from above.
# RmlCD inh mix, CCc1cccc(NC(=O)CN(c2ccc(OC)cc2)S(=O)(=O)c2c(C)n[nH]c2C)c1 : 1
# RmlCD inh mix, CCOC(=O)C1CCN(C(=O)c2ccc(OCC)c(OCC)c2)CC1 : -4

# The list continues.
item	canonical_smiles	RmlCD inh mix	RT RNaseH block
101	CC1=CC(C)C(COC(N)=O)(COC(N)=O)C(C)C1 (centres undefined)	-17	-5
102	Cc1ccnc(NC2c3ccccc3C(=O)N2Cc2ccccc2Cl)c1 (centres undefined)	13	-8
103	COc1ccc(NC(=O)Nc2ccc3c(c2)N(C)C(=O)CS3)cc1Cl	10	·
104	COc1ccc(CNC(=O)C2CCCN(S(=O)(=O)c3cc(C)ccc3OC)C2)cc1 (centres undefined)	-12	-36
105	COc1ccc(CCNC(=O)CSc2nnc(CNC(=O)c3cccs3)o2)cc1OC	9	4
106	CCC(=O)Nc1cc(NC(=O)CSc2ncc(-c3ccc(F)cc3)n2Cc2ccco2)ccc1C	4	-10
107	OCCNC(=S)NC1CCCCC1	-5	·
108	CCOC(=O)c1ccc2[nH]c(C)cc(=O)c2c1	-7	-2
109	CC(=O)Cc1nsc(NC(=O)c2ccc(Br)o2)n1	67	3
110	CN(C(=O)COc1nnc(-c2cccs2)c(-c2cccs2)n1)c1ccccc1	-8	19
111	COc1ccc(C(=O)CC(c2ccccc2)C2CCCCC2=O)cc1 (centres undefined)	-6	·
112	O=c1[nH]c(Nc2ccccc2Cl)cc2ccccc12	-2	·
113	Cc1cc(CC(=O)O)c(C)cc1CC(=O)O	-12	-4
114	C=CCn1c(C)cc(C(=O)COC(=O)COc2ccccc2C#N)c1C	-6	-6
115	N#Cc1nc(-c2ccc(OCc3ccccc3Cl)cc2)oc1NCCCn1ccnc1	·	10
116	COc1ccccc1NC(=O)c1ccccc1SC	-8	-44
117	Cc1ccc(-c2nnc(CSc3nnc(C)s3)o2)cc1	-26	-2
118	COc1ccc(N2CCN(S(=O)(=O)c3ccc4c(c3)CCCC4)CC2)c([N+](=O)[O-])c1	-15	·
119	N#CC1=C(N)Oc2cc(O)ccc2C1c1ccccc1 (centres undefined)	-7	-50
120	O=C(NC1CCCCC1)C(c1ccccc1)N1CCCC1 (centres undefined)	4	-4
